# From PubChem
# TRPC6 act = mouse TRPC6 channel activators, primary screen, cell-based, HEK293, membrane potential dye. B-score at 10 µM. hit rate 0.13% among 310,000. HEK293-TRPC6 membrane potential dye fluorescence; active compounds read high;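 active = B-score of the integrated fluorescence ratio above library mean plus 3 SD, and starting fluorescence ratio within library mean plus 5 SD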;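 also: higher score means more depolarization so channel activation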
# TRPC4 potent = positive allosteric modulators of TRPC4, primary screen, cell-based, mouse TRPC4beta, HEK293 mu-opioid, Fluo-4 calcium; Short transient receptor potential channel 4 (Mus musculus), Q9QUQ5; DAMGO EC20, Fluo-4 Ca2+ flux; active compounds read high; B-score at 10 µM; hit rate 0.42% among 310,000;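 active = B-score of calcium response area above 5 SD of library B-scores, with initial fluorescence ratio within 5 SD of library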;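 also: B-score of integrated fluorescence ratio over time as area under calcium response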
# Target sequence (Q9QUQ5 whole entry, looked up): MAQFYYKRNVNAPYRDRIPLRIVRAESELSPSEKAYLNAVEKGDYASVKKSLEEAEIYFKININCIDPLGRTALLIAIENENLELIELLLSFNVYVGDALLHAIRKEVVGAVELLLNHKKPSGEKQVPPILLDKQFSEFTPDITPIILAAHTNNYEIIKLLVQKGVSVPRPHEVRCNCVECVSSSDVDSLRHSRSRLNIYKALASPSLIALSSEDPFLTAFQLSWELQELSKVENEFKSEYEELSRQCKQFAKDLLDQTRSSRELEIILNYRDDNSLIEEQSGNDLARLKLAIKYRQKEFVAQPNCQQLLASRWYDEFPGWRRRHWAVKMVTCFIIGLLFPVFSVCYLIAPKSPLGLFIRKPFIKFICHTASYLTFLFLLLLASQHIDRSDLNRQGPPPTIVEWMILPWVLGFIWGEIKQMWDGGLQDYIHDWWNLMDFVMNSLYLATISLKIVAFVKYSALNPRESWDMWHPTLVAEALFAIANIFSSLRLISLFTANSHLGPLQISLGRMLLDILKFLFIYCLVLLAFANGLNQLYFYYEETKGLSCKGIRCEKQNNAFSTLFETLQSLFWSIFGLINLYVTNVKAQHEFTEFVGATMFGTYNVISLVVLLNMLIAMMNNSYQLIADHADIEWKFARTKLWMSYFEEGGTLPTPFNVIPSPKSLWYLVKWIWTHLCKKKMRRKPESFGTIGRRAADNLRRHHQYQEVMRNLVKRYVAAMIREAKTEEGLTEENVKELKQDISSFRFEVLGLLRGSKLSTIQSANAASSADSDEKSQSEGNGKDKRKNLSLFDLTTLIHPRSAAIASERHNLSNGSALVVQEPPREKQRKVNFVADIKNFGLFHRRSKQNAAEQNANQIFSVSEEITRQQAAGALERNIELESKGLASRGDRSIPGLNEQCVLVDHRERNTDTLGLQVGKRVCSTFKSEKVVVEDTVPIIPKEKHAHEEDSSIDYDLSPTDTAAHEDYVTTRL
# TRPC6 inhibitor = mouse TRPC6 channel inhibitors, primary screen, cell-based, HEK293, membrane potential dye | hit rate 1.1% among 310,000 | Short transient receptor potential channel 6 (Mus musculus), Q61143 | B-score at 10 µM | ACh-evoked depolarization; active compounds read low;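 active = B-score under library mean minus 3 SD, initial fluorescence not abnormally high, positive integrated signal ratio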;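 also: B-score derived from integrated fluorescence ratio over the kinetic read; more negative B-score means stronger inhibition of depolarization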
# TRPC4 agonist = activators of mouse TRPC4 channel, primary screen, Fluo4 calcium, HEK293 TRPC4beta/mu-opioid cells. Short transient receptor potential channel 4 (Mus musculus), Q9QUQ5. Fluo4 calcium fluorescence; active compounds read high. B-score at 10 µM. hit rate 0.49% among 310,000. AID 2237, 2010;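 active = B-score above 5 SD of library B-scores, and initial fluorescence ratio not above library mean plus 5 SD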;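 also: positive B-score marks a calcium rise read as TRPC4 activation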
#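 Material: TRPC4beta and mu-opioid receptor HEK293 stable cells | Incubation: 45 min room-temperature Fluo4 loading, 110 s read | Detection: Kinetic Fluo4 calcium fluorescence | Measure: Integrated baseline-normalised fluorescence ratio, converted to per-well B score | Benchmarks: Low control buffer alone, high control maximal DAMGO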
# TRPC4 block = inhibitors of mouse TRPC4 channel, primary screen, Fluo4 calcium, HEK293 TRPC4beta/mu-opioid cells; Short transient receptor potential channel 4 (Mus musculus), Q9QUQ5; DAMGO-evoked Fluo4 calcium flux; active compounds read low; B-score at 10 µM; hit rate 0.39% among 300,000;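 active = B-score over 3 SD under the library average, no early fluorescence shift, positive overall ratio signal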
#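 Assay system: HEK293 cells with stable TRPC4beta plus mu-opioid receptor expression; Probe or stimulus: DAMGO in two steps, submaximal then maximal; Dosing: single-point compound dosing; Measured by: Fluo4 calcium-dye fluorescence, kinetic read; Read-out basis: B score from integrated Fluo4 fluorescence ratio.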
# HIF act = HIF pathway transcriptional activators, primary screen, cell-based, U2OS HRE-luciferase, luminescence; U2OS HRE-luciferase reporter; normalized: DMSO 0%, desferrioxamine 100%; hit rate 0.32% among 300,000; activation, % at 7.5 µM (by protocol); AID 1910, 2009;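 active = mean activation of at least 10% of the iron chelator positive control signal, with at least half of replicates also reaching 10%; inconclusive = mean and replicate majority disagree about reaching 10%; inactive = mean and most replicates under 10%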
# MrgX1 allo act = positive allosteric modulators of MrgX1, primary screen, HEK293 cells, Fluo-4 calcium flux. B-score at 10 µM. AID 588675, 2011. Mas-related G-protein coupled receptor member X1 (Homo sapiens), Q96LB2. FDSS; active compounds read high. hit rate 0.63% among 310,000;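 active = plate-corrected calcium response at least 3 library SD above typical, normal starting fluorescence, not activating the receptor alone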;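 also: compound read alongside a low EC10 to EC30 dose of BAM8-22 agonist; peak minus trough fluorescence over baseline measured at the second addition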
# AI-2 QS mod = Vibrio harveyi AI-2 quorum sensing modulators, primary screen, JMH597 strain, luminescence/OD600 ratio; Vibrio harveyi JMH597 AI-2 luminescence/OD600 ratio, 9 h; active compounds read low; strain lacks LuxN and CqsS sensors; 0 = neutral-control median; activity change, % at 7.5 µM; hit rate 0.4% among 300,000; in the data active = activity change below about -75%, passing the limit was not always enough; inconclusive = no clear call, values can overlap the other calls;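 also: luminescence divided by OD600 gain over 9 h not by final OD600 alone; inactives centre near 13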
# PolyA inhibitor = polyadenylation inhibitors in yeast reporter cells, primary screen, luminescence, S. cerevisiae; AID 1875, 2009; S. cerevisiae SKY197-pL101 polyadenylation reporter, beta-gal luminescence; efflux-impaired pdr1/pdr3 knockout yeast; score 100 = 6 SD above DMSO; hit rate 0.02% among 300,000; calls only at 12 µM;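 active = lowest replicate activity score at least 50, where 100 means six control SD above control mean; inconclusive = lowest score under 50 but half or more replicates reach 50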;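 also: yeast exposed to compound for 9 h at 30 °C; higher score means more reporter readthrough which indicates perturbed polyadenylation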
# MrgX1 ag = agonists of human MrgX1 receptor, primary screen, HEK293 cells, Fluo-4 calcium flux; B-score at 10 µM; hit rate 0.44% among 310,000; Mas-related G-protein coupled receptor member X1 (Homo sapiens), Q96LB2; Fluo-4 calcium fluorescence, agonist mode; active compounds read high;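 active = calcium response B-score plate-corrected fluorescence ratio at least 3 library SD, with starting fluorescence B-score inside 5 SD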
#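 Test system: HEK293 cells stably expressing human MrgX1 receptor; Input: fifteen thousand cells per well; Dosing: compound delivered in addition one of three; Schedule: overnight seeding, then 1 h dark dye loading; Technique: Fluo-4 NW calcium fluorescence; Measure: B-scored fluorescence response ratio; Controls: positive and negative controls per plate.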
# MrgX1 antag = antagonists of human MrgX1 receptor, primary screen, HEK293 cells, Fluo-4 calcium flux | hit rate 1.3% among 310,000 | B-score at 10 µM | Mas-related G-protein coupled receptor member X1 (Homo sapiens), Q96LB2 | BAM8-22 antagonism; active compounds read low;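 active = calcium-response B-score plate-corrected more than 3 library SD below zero, starting fluorescence within 5 deviations, no agonist response on first addition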;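 also: peak minus trough fluorescence over baseline after final BAM8-22 challenge near maximal dose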
# * marks the source's active call; other numbers are inactive results; i = inactive; ? = inconclusive. The list is partial. The share of hits here may be higher or lower than overall.
# Results follow in this order: TRPC6 act	TRPC4 potent	TRPC6 inhibitor	TRPC4 agonist	TRPC4 block	HIF act	MrgX1 allo act	AI-2 QS mod	PolyA inhibitor	MrgX1 ag	MrgX1 antag
COc1ccc(NC(=O)NNC(=O)c2cc3occc3n2C)c(OC)c1
 : i	i	i	i	i	-0.5	i	0.9	i	i	i
c1ccc(-n2nnnc2Oc2ccc(-n3ccnc3)cc2)cc1
 : i	i	i	i	i	1.2	i	-20.0	i	i	i
COC(=O)c1nc(C(=O)OC)c(C(=O)OC)nc1C(=O)OC
 : i	i	i	i	i	-0.6	i	14.2	i	i	i
Cc1ccc(NC(=O)C(C)OC(=O)Cc2c[nH]c3ccccc23)cc1S(=O)(=O)N1CCOCC1 (stereo not drawn)
 : i	i	i	i	i	-0.9	i	5.9	i	i	i
Cc1c(Cl)cccc1NC(=O)C1COc2ccccc2O1 (stereo not drawn)
 : i	i	i	i	i	1.4	i	32.3	i	i	i
Oc1[nH]c2ccccc2c1C=Nc1ccc2c(c1)OCO2
 : i	i	i	i	i	2.6	i	9.8	i	i	i
C/C(=N\NC(=O)c1ccc(Cl)cc1)c1cccc(NC(=O)c2cccnc2)c1
 : i	i	i	i	i	0.5	i	26.6	i	i	i
O=C1Nc2ccccc2SC(c2ccccc2)C1O (stereo not drawn)
 : i	i	i	i	i	-0.3	i	16.1	i	i	i
Cc1ccc(C(=O)OCC(=O)NCc2ccco2)s1
 : i	i	i	i	i	0.1	i	18.6	i	i	i
C=CCn1c(SCc2c(C)noc2C)nc2sc3c(c2c1=O)CCCC3
 : i	i	i	i	i	-0.3	i	-13.4	i	i	i
COc1ccccc1NC(=O)/C(C#N)=C/c1cccn1C
 : i	i	i	i	i	2.9	i	3.8	i	i	i
O=C(Nc1ccc2nc3ccccc3nc2c1)c1ccccc1
 : i	i	i	i	i	1.1	i	33.5	i	i	i
COc1ccccc1-n1c(CNC(=O)c2cccs2)n[nH]c1=S
 : i	i	i	i	i	-0.1	i	14.2	i	i	i
CCOC(=O)CC(=O)CSc1nc2c(cc1C#N)CCC2
 : i	i	i	i	i	0.3	i	16.7	i	i	i
C/C(=N/OC(=O)C1CC12CCC2)c1ccc(Br)cc1 (stereo not drawn)
 : i	i	i	i	i	0.3	i	-2.3	i	i	i
c1ccc(Cn2c(SCCN3CCOCC3)nnc2-c2cccnc2)cc1
 : i	i	i	i	i	-0.1	i	11.0	i	i	i
CN(C)c1ccc(/C=N/N=C/c2ccccc2O)cc1
 : i	i	i	i	i	2.7	i	10.5	i	i	i
O=S(=O)(Nc1ccc(O)c2ccccc12)c1ccc(Br)cc1
 : i	i	i	i	i	0.7	i	16.1	i	i	i
Cc1ccc(NC(=O)CSc2ncnc3ccccc23)cc1S(=O)(=O)N1CCCCC1
 : i	i	i	i	i	-0.2	i	39.6	i	i	i
COc1cccc(C(=O)Nc2ccc(NC(=O)Cc3ccccc3)cc2)c1
 : i	i	i	i	i	0.4	i	12.5	i	i	i
O=C(Nc1ccccc1)OCCOc1ccc(Br)cc1
 : i	i	i	i	i	-0.2	i	-11.0	i	i	i
CC1=C/C(=N\OS(=O)(=O)c2ccccc2)C=CC1=O
 : i	i	i	i	i	-51.4	i	-22.1	i	i	-5.63*
CC(NS(=O)(=O)c1ccc(CCC(=O)N2CCN(C)CC2)cc1)c1ccccc1 (stereo not drawn)
 : i	i	i	i	i	-1.3	i	11.1	i	i	i
Cc1ccc(NC(=O)CS(=O)CC(=O)N2CCN(c3ccccc3)CC2)cc1 (stereo not drawn)
 : i	i	i	i	i	1.4	i	1.9	i	i	i
CCc1ccc(NC(=O)C(C)OC(=O)C2CCC(=O)N2)cc1 (stereo not drawn)
 : i	i	i	i	i	0.8	i	9.9	i	i	i
COc1nccnc1NS(=O)(=O)c1ccc(NC(=S)NC(=O)c2ccccc2F)cc1
 : i	i	i	i	i	-0.2	i	-12.6	i	i	i
CCc1cccc(OC2OC(CO)C(O)C(O)C2NC(C)=O)c1 (stereo not drawn)
 : i	i	i	i	i	-0.3	i	14.0	i	i	i
COc1cccc(/C=C/C(=O)OCC(=O)Nc2cccc(S(=O)(=O)N3CCCCC3)c2)c1OC
 : i	i	i	i	i	0.0	i	19.4	i	i	i
CCCn1nnc(NC(=O)c2sc3ccccc3c2Cl)n1
 : i	i	i	i	i	2.2	i	31.9	i	i	i
CC(C)c1nnc(-c2ccc(Cl)cc2)c(N(C)C)n1
 : i	i	i	i	i	-0.1	i	19.7	i	i	i
O=c1oc2ccccc2c2c1ncn2CCN1CCOCC1
 : i	i	i	i	i	-0.4	i	-3.0	i	i	i
COc1ccccc1NC(=O)Nc1nnc(CC(=O)Nc2cccc(C)c2)s1
 : i	i	i	i	i	0.3	i	24.0	i	i	i
COC(=O)Cn1c(CCS(=O)(=O)c2ccc(C)c(C)c2)nc2ccccc21
 : i	i	i	i	i	-0.4	i	20.1	i	i	i
CCN(/N=C/c1ccccc1)c1cc(=O)n(C)c(=O)[nH]1
 : i	i	i	i	i	-0.2	i	24.4	i	i	i
CCOc1ccc(NC(=O)c2ccc3c(SCC(=O)O)c4c(nc3c2)CCCC4)cc1
 : i	i	i	i	i	-0.4	i	23.8	i	i	i
COc1ccc(Nc2cc(Cl)nc(N)n2)cc1
 : i	i	i	i	i	0.2	i	15.1	i	i	i
Cn1c(=O)n(C)c2cc(NC(=O)Cc3ccccc3[N+](=O)[O-])ccc21
 : i	i	i	i	i	-0.7	i	16.4	i	i	i
Cc1ccn2c(CN3CCOCC3)c(-c3ccccc3)nc2c1
 : i	i	i	i	i	3.3	i	-2.9	i	i	i
C=CCOc1ccc(C2C(C#N)=C(N)N(Nc3ccccc3)C3=C2C(=O)CC(C)(C)C3)cc1OC (stereo not drawn)
 : i	i	i	i	i	-0.4	i	10.3	i	i	i
OC(COC1CCCCC1)CN1CCCCC1 (stereo not drawn)
 : i	i	i	i	i	1.0	i	4.6	i	i	i
COc1cccc(C(=O)Nc2ccc(C3CC3(Cl)Cl)cc2)c1 (stereo not drawn)
 : i	i	i	i	i	1.7	i	31.4	i	i	i
CC1CCc2c(sc3nc(CN4CCOCC4)nc(N4CCc5ccccc5C4)c23)C1 (stereo not drawn)
 : i	i	i	i	i	-0.6	i	13.7	i	i	i
CC(=O)Nc1ccc(-c2csc(NC(=O)C3CCN(S(=O)(=O)c4cccs4)CC3)n2)cc1
 : i	i	i	i	i	0.8	i	22.4	i	i	i
CN1CCN(CC(=O)Nc2cc(N(C)C)nc3ccccc23)CC1
 : i	i	-6.79*	i	i	0.1	i	8.4	i	i	i
CCc1cccc(CC)c1NC(=O)CSc1nc2ccc(N3C(=O)C4C5C=CC(C5)C4C3=O)cc2s1 (stereo not drawn)
 : i	i	i	i	i	-1.0	i	13.4	i	i	-8.16*
Cn1c(-c2ccc3c(c2)OCO3)cnc1NCc1ccccc1
 : i	i	-5.8*	i	i	2.8	i	0.7	i	i	i
CCc1ccccc1NC(=S)NCCSc1ccc(Cl)cc1
 : i	i	i	i	i	-0.6	i	-4.6	i	i	i
CC(C)n1c(SCC(=O)Nc2ccc(N3CCOCC3)cc2)nnc1-c1ccco1
 : i	i	i	i	i	0.8	i	5.1	i	i	i
CC(C)(C#N)NC(=O)C(=O)c1c(-c2ccccc2)cc2ccccn12
 : i	i	i	i	i	-0.1	i	32.4	i	i	i
O=c1[nH]n(-c2ccccc2Cl)c(=O)c2ccccc12
 : i	i	i	i	i	-2.8	i	-2.7	i	i	i
CCCCNC(=O)N(O)C1N(/N=C/c2cccnc2)C(=S)SC1(C)C (stereo not drawn)
 : i	i	i	i	i	-0.6	i	19.0	i	i	i
COc1ccc(OC)c(NC(=O)CSc2nnc(CNC(=O)COc3ccc(Cl)cc3)o2)c1
 : i	i	i	i	i	1.3	i	22.7	i	i	i
CCOC(=O)c1c(C)c(C(=O)NCc2ccco2)c(C)n1Cc1ccccc1
 : i	i	i	i	i	-0.6	i	0.0	i	i	i
O=S(=O)(c1ccc2ccccc2c1)N1CCN(C(=S)Nc2ccc(F)cc2)CC1
 : i	i	i	i	i	2.9	i	?	i	i	i
N#Cc1c(N)nc(Sc2ccc(Cl)cc2)c(C#N)c1-c1ccccc1Cl
 : i	i	i	i	i	-1.2	i	10.6	i	i	i
Cc1ccc2c(Cl)cc(Cl)c(OCc3c(C)noc3C)c2n1
 : i	i	i	i	i	-0.2	i	35.2	i	i	i

# Just TRPC4 agonist, for 2 of the compounds above:
Structure,TRPC4 agonist
CC(C)(C#N)NC(=O)C(=O)c1c(-c2ccccc2)cc2ccccn12,i
O=c1[nH]n(-c2ccccc2Cl)c(=O)c2ccccc12,i
